Source: PubChem
UBC13 polyUb: inhibitors of human UBC13 polyubiquitin chain formation; P61088; TR-FRET; inhibition, % at 20 µM; 330,000 tested, 0.47% active; in the data active = inhibition above about 45%, passing the limit was not always enough
SENP1 FRET inh: SENP1 (human) catalytic domain inhibition | Q9P0U3 | inhibition, % at 10 µM | recombinant SENP1 catalytic domain, CyPet-SUMO1-YPet FRET cleavage | 360,000 tested, 0.21% active;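 active = inhibition at least 30% at 10 µM, raw YFP signal under a set limit, fluorescence ratio 0.5 to 1.5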;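 also: 0% = enzyme with DMSO and 100% = no enzyme wells; some results filed as inactive read as strong as hits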
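Compound: 10 µM single point, 0.5% DMSO; Test system: hSENP1 catalytic domain, recombinant; Timing: 50 min reaction at room temperature; Technique: FRET, CFP and YFP emission; Control set: no-enzyme wells low, DMSO-plus-enzyme wells high control.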
SENP7 block: inhibitors of human SENP7 protease; inhibition, % at 5 µM; recombinant SENP7, Z-RLRGG-aminoluciferin luminescence, 40 min; Q9BQF6; 330,000 tested, 1.5% active; AID 434973;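 active = inhibition above about 50% at the single test dose, limit read from the data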;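 also: plate controls were DMSO with enzyme for no effect and no enzyme buffer wells for full effect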
PfG6PD inh: PfG6PD (Plasmodium falciparum) enzyme inhibition; PfGluPho enzyme, NADPH resazurin-diaphorase fluorescence; inhibition, % at 20 µM; 350,000 tested, 0.78% active; AID 504690;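 active = inhibition reaching at least a set limit at 20 µM in the primary screen, cut at about 59% in these data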;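 also: 0% = DMSO wells with substrate and 100% = DMSO wells lacking glucose-6-phosphate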
SENP8 block-1: blocks human SENP8 cleavage of Nedd8 substrate. Q96LD8. recombinant SENP8, Nedd8 substrate fluorescence. inhibition, % at 20 µM. 360,000 tested, 0.64% active. AID 602440; in the data active = inhibition mostly above about 40%, no sharp cut-off; inactive = mostly below about 27%
beta cell repl: induces beta-cell replication in MIN6 cells. MIN6 cells proliferation, ATPlite luminescence, 48 h; cells starved in 0.2% serum; 100% = growth in 10% serum. proliferation, % at 10 µM. 330,000 tested, 0.29% active. AID 2380;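 active = compounds whose signal lies at least 3.5 SD above the mean of all wells on their plate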;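 also: 0% = DMSO-treated cells in low-serum medium and 100% = 10% serum control; some compounds called inactive have numbers as strong as hits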
SENP6 inh: SENP6 protease inhibition; Q9GZR1; Recombinant SENP6 catalytic domain, aminoluciferin luminescence; inhibition, % at 10 µM; 330,000 tested, 1.8% active;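 active = inhibition above about 50% at the single tested dose, limit read from the data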;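 also: plate controls were DMSO wells with enzyme for no effect and DMSO wells lacking enzyme for full effect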
SENP8 block-2: blocks the human protease SENP8 | Q96LD8 | purified SENP8, Z-RLRGG-aminoluciferin cleavage, luminescence | inhibition, % at 10 µM | 330,000 tested, 1.2% active | AID 2540; in the data active = inhibition above about 50%
HKDC1 inhibitor: inhibitors of human hexokinase HKDC1; Q2TB90; recombinant HKDC1, G6PDH/diaphorase resazurin coupled fluorescence; inhibition, % at 20 µM; 340,000 tested, 0.16% active;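 active = inhibition above about 35% when tested at 20 µM, limit read from the data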;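 also: plate controls were DMSO wells with enzyme for no effect and DMSO wells lacking enzyme for full effect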
Target sequence (Q2TB90 whole entry, looked up): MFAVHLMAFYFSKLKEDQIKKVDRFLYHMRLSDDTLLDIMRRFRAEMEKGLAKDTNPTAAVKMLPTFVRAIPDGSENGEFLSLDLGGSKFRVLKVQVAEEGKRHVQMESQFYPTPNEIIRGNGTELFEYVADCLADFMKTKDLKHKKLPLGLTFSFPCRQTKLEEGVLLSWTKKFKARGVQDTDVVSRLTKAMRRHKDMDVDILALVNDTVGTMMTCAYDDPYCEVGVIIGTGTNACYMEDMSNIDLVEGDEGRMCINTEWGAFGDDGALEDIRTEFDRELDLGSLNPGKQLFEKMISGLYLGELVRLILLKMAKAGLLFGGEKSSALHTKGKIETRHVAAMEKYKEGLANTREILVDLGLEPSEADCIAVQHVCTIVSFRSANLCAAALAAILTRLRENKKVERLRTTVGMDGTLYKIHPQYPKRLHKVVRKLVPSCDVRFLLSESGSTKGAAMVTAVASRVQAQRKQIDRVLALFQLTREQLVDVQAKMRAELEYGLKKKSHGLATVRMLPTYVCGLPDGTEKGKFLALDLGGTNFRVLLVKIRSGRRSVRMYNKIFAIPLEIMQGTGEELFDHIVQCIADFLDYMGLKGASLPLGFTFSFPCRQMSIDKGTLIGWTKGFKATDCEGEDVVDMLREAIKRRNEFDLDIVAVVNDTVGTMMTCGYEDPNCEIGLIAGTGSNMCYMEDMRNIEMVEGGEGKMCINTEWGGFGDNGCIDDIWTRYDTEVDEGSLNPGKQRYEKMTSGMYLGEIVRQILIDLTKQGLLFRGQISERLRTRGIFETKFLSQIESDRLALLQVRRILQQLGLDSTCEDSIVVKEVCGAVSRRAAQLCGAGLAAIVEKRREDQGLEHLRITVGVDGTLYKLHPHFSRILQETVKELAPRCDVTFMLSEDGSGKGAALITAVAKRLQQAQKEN
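System: Recombinant HKDC1 hexokinase | Amount: HKDC1 at 5 µg/mL | Reagent: Glucose with 1 mM ATP | Doses: Single 20 µM dose | Incubation: Reaction time 90 min, room temperature, protected from light | Signal: Coupled resazurin fluorescence, excitation 525 nm, emission 613 nm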
Starred values were filed as active, the others as inactive; i = inactive; . = no result given.

canonical_smiles,UBC13 polyUb,SENP1 FRET inh,SENP7 block,PfG6PD inh,SENP8 block-1,beta cell repl,SENP6 inh,SENP8 block-2,HKDC1 inhibitor
Cc1cc(OCC(=O)N(C)C)c2c(-c3ccccc3)cc(=O)oc2c1,-1,0,15,16,-52,-4,-12,-7,11
Cn1c(COc2ccc(C(=O)O)cc2)nc2ccccc21,1,-1,0,-10,18,-4,-31,-9,4
O=C1c2ccccc2NC(c2ccc(O)cc2)N1/N=C/c1ccc(O)cc1 (stereo not given),3,-5,38,48,-301,-1,11,10,4
CCOc1ccc(S(=O)(=O)NCc2ccccn2)cc1NC(=O)c1ccccc1,6,1,0,-4,6,-1,5,6,-4
CCc1ccc(-c2nc(CCl)cs2)cc1,-3,5,64*,10,10,0,74*,56*,-6
O=C(COC(=O)c1cc(S(=O)(=O)N2CCCCC2)ccc1N1CCOCC1)NC1CCS(=O)(=O)C1 (stereo not given),-8,3,-8,-23,9,3,-14,-7,0
CC1CCCCN1CCCNC(=O)C1CCCN(c2ncnc3c2nc2n3CCCCC2)C1 (stereo not given),26,-1,8,-2,7,4,-9,-8,-6
Cc1ccsc1C(=O)Nc1nccs1,2,-4,63*,8,2,0,64*,51*,-6
CCN(CC)S(=O)(=O)c1cccc(C(=O)OCc2cc(=O)n3nc(C)sc3n2)c1,-26,-1,-1,-14,22,-2,-13,-10,-3
C/C(=N\Nc1ccc(C)c(Cl)c1)c1ccncc1,-5,-1,2,46,-6,-2,-13,-8,2
COc1ccc(C(=O)NC(C)C2CC3CCC2C3)cc1 (stereo not given),2,0,10,-24,8,-1,0,-4,4
O=C(N/N=C/c1ccncc1)c1cccc(NC(=O)c2ccccc2Cl)c1,-1,1,8,2,2,-2,8,-2,-11
COc1ccc(Nc2nc(C)cc(-c3cc(-c4ccccc4)on3)n2)cc1,2,1,4,9,-495,-4,-7,-6,0
Cn1c(=O)c2[nH]c(SCCN)nc2n(C)c1=S,.,1,.,1,7,.,.,.,-4
Cc1ccc(O)c(NC(=O)c2cccc(NC(=O)c3ccco3)c2)c1,-3,1,-2,11,8,1,-2,-12,-4
COC(=O)c1ccc(COc2ccc(C#N)cc2)o1,7,0,1,5,-21,0,-13,-12,-7
COc1ccccc1C(=O)NCC(=O)OC(C)C(=O)N1CCOCC1 (stereo not given),4,1,0,9,7,-1,-14,10,-2
COC(=O)C1CCCCN1C(=O)c1ccc(OC2CCN(C(C)=O)CC2)c(OC)c1 (stereo not given),1,0,-1,-8,-4,2,-7,0,-3
Cc1cc(S(=O)(=O)N(Cc2ccc(C(C)C)cc2)CC2CCCO2)ccc1-n1cnnn1 (stereo not given),1,0,6,28,7,-2,-19,3,16
NC(=O)c1c(NC(=O)C(=O)NCCCN2CCOCC2)sc2c1CCCC2,52*,0,3,8,-5,0,7,6,2
Cc1cc(OC(C)C(=O)NCCCN2CCCC2=O)c2c(C)c(C)c(=O)oc2c1 (stereo not given),10,2,0,2,-351,-2,11,6,4
COC(=O)[C@@]1(Cc2ccccc2)[C@H]2C(=O)N(Cc3ccccc3)C(=O)[C@H]2[C@H]2CN(C)C(=NCc3ccccc3)N21,.,3,.,-14,7,.,.,.,-2
COCCCn1c(C)cc(C(=O)CN2c3cccc4cccc(c34)S2(=O)=O)c1C,3,-6,13,12,i,-1,11,1,6
CC(C)c1nnc2c(N(C)S(=O)(=O)c3ccccc3)nc3ccccc3n12,-1,-1,2,16,-12,2,-5,-10,11
COc1ccc(-c2cc(C(=O)N/N=C(\C)c3cccnc3)c3ccccc3n2)c(OC)c1,-8,-3,-2,-6,-395,4,-9,-4,4
CC(=O)Nc1ccc(S(=O)(=O)CCC#N)cc1,5,4,0,-1,22,1,11,8,0
CN1CCN(S(=O)(=O)c2ccc(Cl)s2)CC1,1,1,-6,-12,6,-4,-7,-2,1
CCN(CC(=O)Nc1c(F)cccc1F)C(=O)c1cc(S(=O)(=O)N(CC)CC)ccc1N1CCCCC1,-4,2,9,1,-7,-5,2,-1,-6
CCOc1cc2[nH]c(=S)n(CCC(=O)N3CCc4ccccc4C3)c(=O)c2cc1OCC,-4,-2,-6,-8,31,-2,-33,-14,-3
Cc1cccc(-c2nc(C#N)c(N3CCCCC3)o2)c1,7,2,-3,-2,-302,1,-9,-12,0
CCn1c(SCC(=O)OC)nc2cc(S(=O)(=O)N3CCOCC3)ccc21,4,0,0,-2,5,3,-1,18,-7
O=C(NCCCN1CCOCC1)c1cc(-c2cccs2)on1,13,2,5,-15,16,-5,-5,-1,-7
COc1cccc(CN(C)C(=O)c2ccc(S(=O)(=O)Nc3ccccc3F)cc2)c1OC,-1,0,5,-19,-4,2,-16,-3,1
Cc1ccc2nc(NC(=O)C3CCN(S(=O)(=O)c4cccnc4)CC3)sc2c1,-5,2,-5,15,8,-4,-8,-16,-2
Cc1ccc(Cn2ccc(NC(=O)c3cc(-c4ccco4)on3)n2)cc1,2,-1,-8,-10,4,-1,14,-2,-2
CCc1ccc(NC(=O)N2CCN(c3ccccc3)CC2)cc1,-17,0,-7,-12,18,-3,2,-1,-5
COc1ccc(NC(=O)c2csc(Cc3ccc(Cl)cc3)n2)cc1,5,0,3,-1,6,-4,-31,-14,-2
CCN(CC(=O)Nc1c(F)cccc1F)C(=O)CSc1ccc(F)cc1,0,0,3,12,1,1,-11,-1,-5
C/C(=N\Nc1ccc(Cl)c(C(=O)O)c1)c1ccc[nH]1,-5,-7,-5,15,-14,-4,-26,-5,7
COc1ccc(C(CNC(=O)c2cc(S(=O)(=O)N3CCN(c4ccccc4)CC3)ccc2Cl)N(C)C)cc1 (stereo not given),31,0,-7,-5,-1,-5,-2,9,3
O=c1c(-c2cnn(-c3ccccc3)c2)coc2cc(O)ccc12,20,-1,18,30,-165,-1,30,22,-9
COc1ccc(CNCCCO)cc1OC,7,0,0,-14,8,1,5,0,-5
Cc1nc(-c2ccccc2)sc1C1(C)CC(c2ccccc2F)=NO1 (stereo not given),6,4,0,6,-8,-3,32,19,-4
C[C@@H](NC(=O)c1nc[nH]c1C(=O)N[C@H](C)c1ccccc1)c1ccccc1,-2,-1,3,12,2,-3,-1,-5,0
CC1=NN(C(=O)c2ccccc2Cl)C(O)(c2cccnc2)C1 (stereo not given),-3,2,-7,12,7,5,-8,-2,-15
Nc1nc(CSc2nc3ccccc3[nH]2)nc(N2CCOCC2)n1,11,3,-3,3,12,-5,-19,1,-8
CCOc1ccc(C(=O)NNC2CC(=O)N(CCc3ccccc3)C2=O)cc1OC (stereo not given),-12,2,-3,-4,3,0,2,-16,15
COc1ccccc1C(O)(c1ccccc1)C(CN1CCOCC1)c1ccccc1 (stereo not given),0,-1,-9,-3,11,-3,-55,-5,-9
CCn1c(C)csc1=NC(=O)c1ccccc1O,6,1,-6,3,-274,1,2,-10,-7
CC1CCCN(CC(O)COC(c2ccccc2)c2ccccc2)C1 (stereo not given),5,4,-1,1,7,-2,-10,1,-5
CSc1nc(NCc2ccccc2)c2c3c(sc2n1)CN(C)CC3,16,-31,-2,-9,-274,-5,0,-21,3
O=C1c2cccc3cc(Br)cc(c23)C(=O)N1Nc1ccccc1,-11,-20,0,-1,18,-2,-21,3,2
Cc1ccc(C(C)(C)C)cc1S(=O)(=O)N1CC(=O)Nc2ccccc21,5,-52,-8,17,-50,0,-16,-4,3
CSCCC(NC(=O)c1ccco1)C(=O)OCC(=O)N(Cc1ccccc1)C(C)(C)C (stereo not given),7,3,0,-19,-8,-5,-7,12,-4
O=C(C1CCN(S(=O)(=O)c2cnc[nH]2)CC1)N(CCc1ccccc1)Cc1ccccc1,-16,-2,-5,4,6,-2,-35,-10,-11
C#CC(C)(CC)NC(=O)c1cc(OC)c(OC)c(OC)c1 (stereo not given),-3,2,3,-11,8,-3,-8,-4,-4
COc1ccccc1C(=O)Nc1nc(-c2ccc(S(=O)(=O)N3CCOCC3)cc2)cs1,5,3,2,30,-136,-4,43,39,-3
CCCCOC(=O)Cn1c(=N)n(CCC)c2ccccc21,0,0,11,-14,13,-1,0,-1,-4
Cc1cccc(NS(=O)(=O)c2cccs2)n1,-1,0,0,5,-119,-4,9,7,9
Cc1ccc(C)c(C(=O)COC(=O)c2cc([N+](=O)[O-])ccc2NCCO)c1,.,-2,.,27,18,.,.,.,-6
COCCOc1cc(Nc2nnc(C(F)(F)F)s2)c(Cl)cc1Cl,-5,3,-6,17,7,-1,-14,-3,2
CC(C)CC(=O)Nc1ccc(C(=O)Cn2c(=O)oc3ccccc32)cc1,4,-4,1,1,0,-1,0,-4,-11
O=C(COC(=O)c1n[nH]c2ccccc12)NC(=O)NCc1ccco1,-2,-1,-11,6,11,0,-19,-11,-3

Reformatted with values under each structure: entries from further up.
Each structure is followed by: UBC13 polyUb | SENP1 FRET inh | SENP7 block | PfG6PD inh | SENP8 block-1 | beta cell repl | SENP6 inh | SENP8 block-2 | HKDC1 inhibitor
> Cc1cccc(NS(=O)(=O)c2cccs2)n1
→ -1 | 0 | 0 | 5 | -119 | -4 | 9 | 7 | 9
> O=C(C1CCN(S(=O)(=O)c2cnc[nH]2)CC1)N(CCc1ccccc1)Cc1ccccc1
→ -16 | -2 | -5 | 4 | 6 | -2 | -35 | -10 | -11

Entries from the list above that contain a COOH group (two):
canonical_smiles,UBC13 polyUb,SENP1 FRET inh,SENP7 block,PfG6PD inh,SENP8 block-1,beta cell repl,SENP6 inh,SENP8 block-2,HKDC1 inhibitor
Cn1c(COc2ccc(C(=O)O)cc2)nc2ccccc21,1,-1,0,-10,18,-4,-31,-9,4
C/C(=N\Nc1ccc(Cl)c(C(=O)O)c1)c1ccc[nH]1,-5,-7,-5,15,-14,-4,-26,-5,7
